RTF Ca sens inh – cardiac RTF calcium sensitivity inhibitors, primary screen, biochemical, IANBD-TnC fluorescence, EC70 calcium | Troponin I, cardiac muscle (Homo sapiens) + Troponin T, cardiac muscle (Homo sapiens) + … | IANBD-labeled cardiac RTF, Ca2+ fluorescence | inhibition, % at 7.15 µM | actives 0.12% (n = 340,000) | AID 493244, 2011;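 active means inhibition above the mean inhibition of all tested compounds plus 3 SD, cut at about 17% in these data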;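 further: assay run at fixed EC70 calcium of 1.6 mM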
CAL PDZ FP – untagged CAL PDZ binding inhibitors, primary screen, biochemical, fluorescence polarization, HTS; Golgi-associated PDZ and coiled-coil motif-containing protein (Homo sapiens), Q9HD26; purified CAL PDZ, TMR-peptide fluorescence polarization, 1 h; inhibition, % at 24.9 µM; actives 0.92% (n = 300,000);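 active means mean inhibition of at least 30% with at least half of replicates also reaching 30%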;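 further: 0% = DMSO neutral control and 100% = excess unlabeled competitor peptide PRC23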
Keap1 Nrf2 FP – Keap1-Nrf2 protein-protein interaction inhibitors, primary screen, biochemical, fluorescence polarization, single point. actives 0.15% (n = 340,000). inhibition, % at 9.4 µM. Keap1 Kelch-Nrf2 peptide fluorescence polarization, 1536-well; in the data active means inhibition above about 12%;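 further: human Keap1 Kelch domain with fluorescein labeled Nrf2 9mer peptide probe; 0% = neutral control wells and 100% = peptide positive control; higher means more block of Keap1 binding to Nrf2 peptide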
Target sequence (Q14145 whole entry, looked up, the tested form may be a part): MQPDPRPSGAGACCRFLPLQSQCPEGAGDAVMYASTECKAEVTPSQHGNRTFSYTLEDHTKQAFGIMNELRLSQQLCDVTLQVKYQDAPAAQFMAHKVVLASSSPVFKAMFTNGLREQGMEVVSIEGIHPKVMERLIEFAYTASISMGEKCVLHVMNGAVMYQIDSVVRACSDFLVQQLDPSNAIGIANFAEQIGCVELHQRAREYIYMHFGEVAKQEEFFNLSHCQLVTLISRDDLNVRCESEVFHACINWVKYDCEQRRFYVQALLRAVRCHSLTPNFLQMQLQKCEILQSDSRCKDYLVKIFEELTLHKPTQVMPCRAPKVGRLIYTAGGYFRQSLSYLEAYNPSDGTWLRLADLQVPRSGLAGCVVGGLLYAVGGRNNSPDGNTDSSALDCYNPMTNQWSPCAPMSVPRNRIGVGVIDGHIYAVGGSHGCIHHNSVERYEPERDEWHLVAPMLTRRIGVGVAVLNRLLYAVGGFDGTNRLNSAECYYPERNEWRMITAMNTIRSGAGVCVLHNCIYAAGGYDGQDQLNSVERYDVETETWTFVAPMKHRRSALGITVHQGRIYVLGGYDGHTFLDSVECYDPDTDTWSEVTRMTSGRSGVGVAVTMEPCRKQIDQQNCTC
MOR-DOR ag – agonists of OPRM1-OPRD1 heterodimerization, primary screen, cell-based, luminescence; Mu-type opioid receptor (Homo sapiens) + Delta-type opioid receptor (Homo sapiens), …; cells; activation, % at 9.3 µM; actives 0.3% (n = 340,000); in the data active means activation above about 18%;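 further: 0% = vehicle-treated cells and 100% = reference agonist; values of inactives mirror those of a sister screen read the other way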
HTR5A ag ctr – HTR5A agonists in luminescence cell assay, primary screen, counter-screen for OPRM1-OPRD1 heterodimer agonist project, full-deck HTS; activation, % at 9.3 µM; 5-hydroxytryptamine receptor 5A (Homo sapiens), P47898; actives 0.61% (n = 340,000); cell-based; AID 504692, 2011; in the data active means activation mostly above about 9.5%, no sharp cut-off; inactive means mostly below about 7.6%;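 further: 0% = cells with vehicle only and 100% = reference agonist; strong numbers were not always called active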
Target sequence (P47898 whole entry, looked up): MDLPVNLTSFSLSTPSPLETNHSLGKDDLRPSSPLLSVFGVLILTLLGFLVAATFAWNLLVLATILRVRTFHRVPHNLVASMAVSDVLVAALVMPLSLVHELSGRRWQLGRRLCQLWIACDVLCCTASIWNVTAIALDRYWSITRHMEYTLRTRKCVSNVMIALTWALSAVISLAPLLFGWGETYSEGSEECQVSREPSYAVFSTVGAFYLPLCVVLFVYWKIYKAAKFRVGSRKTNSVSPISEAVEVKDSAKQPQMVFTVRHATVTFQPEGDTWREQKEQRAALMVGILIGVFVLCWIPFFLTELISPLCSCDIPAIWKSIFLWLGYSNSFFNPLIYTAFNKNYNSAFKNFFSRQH
RTF Ca sens act – cardiac RTF calcium sensitivity activators, primary screen, biochemical, IANBD-TnC fluorescence, EC20 calcium; IANBD-labeled TnC RTF fluorescence at EC20 calcium; 0% EC20 calcium, 100% full calcium; actives 0.24% (n = 340,000); activation, % at 7.2 µM; Troponin I, cardiac muscle (Homo sapiens) + Troponin T, cardiac muscle (Homo sapiens) + …;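 active means activation above the mean over all tested compounds plus 3 SD, cut at about 30% in these data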;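 further: rise in fluorescence read as greater calcium sensitivity of cardiac thin filaments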
OPRM1-OPRD1 inv – inverse agonists of MOR-DOR heterodimerization, primary screen, cell-based, luminescence. Mu-type opioid receptor (Homo sapiens) + Delta-type opioid receptor (Homo sapiens), …. cell-based MOR-DOR heterodimer luminescence, inverse agonism. inhibition, % at 9.3 µM. actives 0.21% (n = 340,000). AID 504357, 2011; in the data active means inhibition above about 22%, passing the limit was not always enough;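 further: 0% = cells with DMSO and 100% = wells without cells with DMSO; values of inactives mirror those of a sister screen read the other way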
C-LANA FP – inhibitors of KSHV C-LANA binding to DNA, primary screen, biochemical, fluorescence polarization, FAM-LBS DNA, MBP-C-LANA, single point; Kaposi's sarcoma herpesvirus LANA C-terminal domain (residues 932-1162) DNA binding; inhibition, % at 9 µM; actives 0.078% (n = 340,000); AID 504423, 2011;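 active means highest replicate inhibition at or above 60% at 9 µM, even if other replicates fall short; inactive means all replicates below 60% inhibition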;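 further: 0% = neutral control wells and 100% = 4 µM acridine orange control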
HTR5A inv ag – HTR5A inverse agonists in luminescence cell assay, primary screen, counter-screen for OPRM1-OPRD1 heterodimer inverse agonist project, full-deck HTS; 5-hydroxytryptamine receptor 5A (Homo sapiens), P47898; HTR5A cell line, inverse agonism; inhibition, % at 9.3 µM; actives 0.083% (n = 340,000); AID 504634, 2011; in the data active means inhibition mostly above about 23%, no sharp cut-off; inactive means mostly below about 18%;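 further: 0% = cells with DMSO and 100% = no-cell wells with DMSO; some compounds called inactive have numbers as strong as hits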
V-ATPase pH – regulators of yeast V-ATPase proton pumping, primary screen, pHLuorin cytosolic pH fluorescence; S. cerevisiae; response, % at 10 µM; actives 0.37% (n = 350,000); AID 504577, 2011; in the data active means response mostly above about 7.3%, no sharp cut-off; inactive means mostly below about 5.4%; further: actives read high; inactives centre near 0; some compounds called inactive have numbers as strong as hits; reference of the scale not given here
Active calls of the source: *; / = no result given.

Results follow in this order: RTF Ca sens inh, CAL PDZ FP, Keap1 Nrf2 FP, MOR-DOR ag, HTR5A ag ctr, RTF Ca sens act, OPRM1-OPRD1 inv, C-LANA FP, HTR5A inv ag, V-ATPase pH
> CN(C(=O)c1ccncc1)c1nnc(-c2cccnc2)s1
  6, -4, 2, -2.6, 4, 3, 15, -0.9, 0, 0
> CC(C)CC1NC(=O)N(CCCCN2C(=O)c3ccccc3C2=O)C1=O (configuration not stated)
  -2, -3, -5, -0.4, -1, -1, 2, -2.0, 4, -2
> CCOc1ccc(C(=O)NC2CCN(C(=S)Nc3ccccc3C)CC2)cc1
  -11, 0, -5, -0.5, -2, 8, 2, 1.2, 5, -3
> Cc1ccc(-c2ccc(SCC(=O)NC3CCCC3)nn2)cc1
  -5, -2, 2, -1.8, -1, -6, 10, 0.2, -22, -3
> Cn1c(-c2ccc(=O)[nH]c2)nc2ccccc21
  /, 4, 2, /, /, /, /, -0.6, /, 0
> COc1cccc(CNC(=O)COC(=O)CCS(=O)(=O)c2ccc(C)cc2)c1
  -12, -3, -4, -1.6, -2, -2, 8, 1.3, 12, 0
> O=C(NCCN1CCOCC1)NC1(C(F)(F)F)Oc2ccc(Cl)cc2O1 (configuration not stated)
  2, -3, 0, 0.1, 6, 12, 0, 1.7, 10, 2
> CC1CN(C(=O)CCC(=O)NC2CCN(Cc3ccccc3)CC2)c2ccccc2O1 (configuration not stated)
  -5, -6, 1, 1.1, 7, 5, -6, 0.6, -22, -3
> COc1ccc(N2CCCn3c2nc2c3c(=O)n(Cc3ccccc3)c(=O)n2C)c(OC)c1
  -5, 10, 0, -1.8, -2, 8, 9, 0.6, -7, -3
> CCOC(=O)c1c(C)nc(C(Cl)(Cl)Cl)nc1N
  0, -2, 6, 0.1, 6, 2, -1, 7.2, 7, 2
> O=C(/C=C/c1ccco1)Nc1cc(Cl)ccc1C(=O)O
  -1, -11, 7, 0.8, 3, -6, -5, 13, -11, -2
> NC1=NC(=O)C(CC(=O)c2ccc(Cl)cc2)S1 (configuration not stated)
  -4, /, -5, -3.6, 0, 3, 19, -0.1, -10, -2
> NC1=NCc2ccccc21
  -10, -1, -4, -1.9, 0, 10, 11, -0.5, 4, 0
> COc1ccc(/C=C/C(O)=C2/C(=O)N(C)C3(C)CC2c2ccccc2O3)cc1 (configuration not stated)
  -6, -2, -1, 3.3, 3, 2, -21, -1.3, 7, 0
> CCC(=O)N1CCCN(S(=O)(=O)c2ccc(C)cc2)C1c1ccc(OC)cc1 (configuration not stated)
  2, 17, 3, -1.1, 6, -5, 7, 1.2, -18, -1
> N=c1n(CC(=O)c2ccc([N+](=O)[O-])cc2)c2ccccc2n1Cc1ccccc1
  -18, -2, -4, 1.4, 1, -6, -7, -2.8, 10, -3
> Cc1nn(Cc2ccccc2)c2sc(C(=O)NCc3cccnc3)cc12
  -11, 1, -3, 0.6, -2, 10, -3, -0.6, -8, -2
> COc1ccc(N2CCN(S(=O)(=O)c3c(C(=O)N4CCOCC4)c(C)n(C)c3C)CC2)cc1
  -2, 1, 1, -0.2, 2, 4, 1, 1.2, -1, 8
> Cc1ccc2nc(-c3ccc4c(c3)OCCO4)cn2c1
  -1, -3, -2, -0.7, 0, 6, 4, -1.6, -27, 2
> Cc1nnc(SCCOc2ccccc2)s1
  -8, 5, 0, -1.8, 0, 0, 10, -0.3, 1, 2
> COc1ccc(-n2c(C)cc(C(=O)CN3CCC(C)CC3)c2C)cc1
  1, 4, -6, 0.0, -1, 2, 0, 0.3, 2, -4
> CCN(C(=O)CSc1ncnc2sc(C)c(C)c12)C1CCS(=O)(=O)C1 (configuration not stated)
  2, -19, 0, 1.0, 1, 2, -4, -0.6, -2, 3
> O=C(COC(=O)Cc1ccccc1F)Nc1ccc2[nH]c(=O)[nH]c2c1
  -7, -5, -5, -1.9, 5, -4, 12, 0.4, -14, 3
> NS(=O)(=O)c1cccc(NC(=O)COC(=O)C2CCCCC2)c1
  2, -6, -9, -4.4, 0, 2, 21, -0.4, 3, 0
> Cn1c(CCNC(=O)c2ccccc2)nc2cc(NC(=O)c3ccco3)ccc21
  -2, 5, -1, -2.0, 3, 2, 11, 1.3, -37, 2
> CC(C)n1nc(C(=O)OCC(=O)N(C)C2CCS(=O)(=O)C2)c2ccccc2c1=O (configuration not stated)
  2, -5, 0, -0.4, 3, 5, 2, -0.3, 13, -2
> CC1=NN(C(=O)c2ccc(Cn3ccc([N+](=O)[O-])n3)cc2)C(O)(C(F)(F)F)C1 (configuration not stated)
  -4, -1, -6, 1.9, 2, 17, -10, 0.3, -5, -4
> CCC1(c2ccc(Cl)cc2)NC(=O)N(CC(=O)NC2CCCC(C)C2C)C1=O (configuration not stated)
  -13, -2, -9, 4.0, -2, -8, -26, 1.7, 13, -4
> O=C(Nc1ccccc1)Nc1nncs1
  5, -15, -3, -5.3, -1, -3, 22, -0.7, 2, 1
> C[C@H](NC(=O)C1CCN(S(=O)(=O)c2ccccc2)CC1)C(=O)NCc1ccc(Cl)c(Cl)c1
  -6, /, 0, 0.7, -2, 8, -4, -1.2, 17, 3

3 entries already listed, ordered by their value in MOR-DOR ag, highest first:
| compound | MOR-DOR ag |
| --- | --- |
| COc1ccc(/C=C/C(O)=C2/C(=O)N(C)C3(C)CC2c2ccccc2O3)cc1 (configuration not stated) | 3.3 |
| Cc1ccc2nc(-c3ccc4c(c3)OCCO4)cn2c1 | -0.7 |
| O=C(Nc1ccccc1)Nc1nncs1 | -5.3 |

The results go on.
Results follow in this order: RTF Ca sens inh, CAL PDZ FP, Keap1 Nrf2 FP, MOR-DOR ag, HTR5A ag ctr, RTF Ca sens act, OPRM1-OPRD1 inv, C-LANA FP, HTR5A inv ag, V-ATPase pH
> COc1cccc(C(=O)NNS(=O)(=O)c2ccc(F)cc2)c1
  -13, -2, 0, -3.0, -2, -4, 14, 3.8, 9, 4
> Cc1ccc(-c2nc(=S)c3c(n2CCN2CCOCC2)CC(C)(C)OC3)cc1
  3, 1, 1, -3.5, 0, -7, 15, 0.1, -22, -1
> C/C(CC(=O)NCCc1ccccc1)=N\NC(=O)COc1ccc(Br)cc1
  -22, -3, -1, 0.9, 6, -4, -6, 0.6, 2, -2
> CC(=O)c1ccc(NC(=O)CCCN2C(=O)COc3ccc(C)cc32)cc1
  -3, 2, -2, -1.1, 2, -4, 6, 1.1, 0, 0
> CCc1cc[n+](-c2nc3ccccc3nc2C(=C=[N-])C#N)cc1
  0, -2, 1, 7.6, 16*, -3, -33, -0.2, -43, -2
> CC(Oc1ccccc1)C(=O)Nc1cccc(F)c1 (configuration not stated)
  -5, -3, 8, -2.2, 0, 3, 12, 0.5, -16, -5
> C/C(Cc1ccccc1)=N\NC(=O)c1cc(C(C)(C)C)[nH]n1
  -3, -2, -3, -0.6, 1, -5, 3, 0.8, -2, -3
> Cc1cc(O)ccc1N1C(=O)c2cccc3cc([N+](=O)[O-])cc(c23)C1=O
  -9, 2, -2, 6.6, 1, 0, -33, -3.7, -1, -2
> Cc1cc(C(F)(F)F)nn1CC(=O)NNC(=S)Nc1cccc(Cl)c1
  -5, -1, -1, -1.3, 0, -1, 7, 6.7, -4, -3
> CN(C(=O)Cn1cc(C(F)(F)F)cc(Cl)c1=O)C1CCS(=O)(=O)C1 (configuration not stated)
  -12, -2, -5, -2.0, 4, -1, 10, 0.3, -10, 2
> Cc1nnc(SCC(=O)N2CCc3ccccc3C2)n1-c1ccccc1
  -10, -4, 1, -1.4, -1, 6, 7, -1.0, 11, 1
> O=S(=O)(N1CCCCC1)N1CCN(c2ccccc2F)CC1
  -3, -3, -3, -5.1, 3, -1, 24, 2.1, -4, 0
> COCCN(C(=O)CCc1nnc(Cc2c[nH]c3ccccc23)o1)C(C)C
  -2, 7, -1, -2.3, 12, 2, 12, -0.4, -33, 3
> COc1ccc(NC(=O)CSc2ncc(-c3ccc(F)cc3)n2Cc2ccco2)cc1
  1, -5, 0, -2.4, -3, 1, 14, -1.3, -24, -6
> CCOc1ccc(NC(=S)Nc2ccccc2C2(C)CC2)cc1
  1, 2, -2, -2.8, -4, -2, 13, -2.9, -7, 0
> Cc1cc(Cl)c2oc(C(=O)NC(C)c3ccncn3)c(C)c2c1 (configuration not stated)
  -5, 2, 2, -2.4, -1, -2, 13, -0.1, -1, -3
> CC(C)c1ccc(/C=C2\NC(=O)NC2=O)cc1
  -4, -3, -1, 2.8, -1, -3, -13, 0.6, 4, 2
> CCOC(=O)c1cc2occc2n1CC(=O)NC1CCC(C)CC1 (configuration not stated)
  1, -1, -5, -1.2, -2, -3, 7, -0.5, -28, 2
> Cc1cccc(NC(=S)N(Cc2cccs2)Cc2cc3cc(C)ccc3[nH]c2=O)c1
  9, -1, 3, -0.3, -1, 5, 1, -0.9, 3, 2
> CC(C)C(=O)NC(NC(=S)NC1CCS(=O)(=O)C1)C(Cl)(Cl)Cl (configuration not stated)
  -8, 11, -1, -0.7, 3, 5, 4, -0.3, -5, -2
> O=[N+]([O-])c1ccccc1/C=N/N1CCN(c2ccncc2S(=O)(=O)N2CCCCC2)CC1
  1, -2, -1, 0.3, 3, 5, -2, 0.1, -10, 0

Molecules from the list above containing a furan ring, fused or not:
Results follow in this order: RTF Ca sens inh, CAL PDZ FP, Keap1 Nrf2 FP, MOR-DOR ag, HTR5A ag ctr, RTF Ca sens act, OPRM1-OPRD1 inv, C-LANA FP, HTR5A inv ag, V-ATPase pH
> O=C(/C=C/c1ccco1)Nc1cc(Cl)ccc1C(=O)O
  -1, -11, 7, 0.8, 3, -6, -5, 13, -11, -2
> Cn1c(CCNC(=O)c2ccccc2)nc2cc(NC(=O)c3ccco3)ccc21
  -2, 5, -1, -2.0, 3, 2, 11, 1.3, -37, 2
> COc1ccc(NC(=O)CSc2ncc(-c3ccc(F)cc3)n2Cc2ccco2)cc1
  1, -5, 0, -2.4, -3, 1, 14, -1.3, -24, -6
> Cc1cc(Cl)c2oc(C(=O)NC(C)c3ccncn3)c(C)c2c1 (configuration not stated)
  -5, 2, 2, -2.4, -1, -2, 13, -0.1, -1, -3
> CCOC(=O)c1cc2occc2n1CC(=O)NC1CCC(C)CC1 (configuration not stated)
  1, -1, -5, -1.2, -2, -3, 7, -0.5, -28, 2

Assay outcomes (PubChem BioAssay)
